Bioassay records as filed in PubChem.
RGS8-Gao reg – regulators of human RGS8-Galphao interaction; P09471; response (percent of control binding), % at 10 µM; AID 1423; hit rate 0.34% among 220,000; multiplexed bead flow cytometry, RGS8-Galphao binding; actives lie on both sides; in the data active means response below about 60% or above about 140%; inactive means in between;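 further: Galphao activated as the GDP aluminium fluoride complex binding bead-coupled RGS8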
Target sequence (P09471 whole entry, looked up): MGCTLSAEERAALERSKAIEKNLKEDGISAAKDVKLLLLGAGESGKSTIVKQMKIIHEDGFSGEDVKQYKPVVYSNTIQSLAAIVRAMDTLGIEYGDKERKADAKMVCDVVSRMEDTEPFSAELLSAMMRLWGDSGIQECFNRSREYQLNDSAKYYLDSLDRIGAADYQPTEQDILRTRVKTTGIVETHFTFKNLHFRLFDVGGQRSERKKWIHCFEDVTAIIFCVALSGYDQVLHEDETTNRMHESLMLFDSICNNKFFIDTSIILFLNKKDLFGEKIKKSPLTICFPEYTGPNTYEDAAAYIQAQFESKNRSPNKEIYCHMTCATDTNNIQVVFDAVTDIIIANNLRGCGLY
Mcl1-Bid inh – disrupts binding of human Mcl-1 to Bid peptide. Q07820. TR-FRET Mcl-1/Bid-Dy647 peptide binding, 1536-well. inhibition, % at 21.7 µM. hit rate 0.97% among 220,000. AID 1021;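 active means compounds that cut the binding signal by more than half at the single screening dose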;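 further: His-tagged Mcl-1 with europium anti-His antibody binding Bid BH3 peptide; 0% = Mcl-1 plus peptide wells and 100% = peptide-only wells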
Target sequence (Q07820 whole entry, looked up): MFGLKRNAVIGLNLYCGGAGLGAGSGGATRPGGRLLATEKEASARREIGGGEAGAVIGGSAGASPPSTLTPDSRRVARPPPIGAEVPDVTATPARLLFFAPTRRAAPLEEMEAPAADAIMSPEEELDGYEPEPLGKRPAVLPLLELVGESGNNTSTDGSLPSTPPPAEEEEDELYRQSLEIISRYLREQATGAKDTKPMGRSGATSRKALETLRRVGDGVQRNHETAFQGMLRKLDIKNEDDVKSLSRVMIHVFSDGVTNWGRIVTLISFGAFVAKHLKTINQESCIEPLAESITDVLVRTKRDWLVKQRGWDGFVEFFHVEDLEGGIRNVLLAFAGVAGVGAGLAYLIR
Rab7 wt GTP bind – alters GTP binding to wildtype dog Rab7; GTP binding activity (percent of control), % at 10 µM; hit rate 0.055% among 190,000; GST-Rab7 beads, fluorescent GTP binding, flow cytometry; actives lie on both sides; untreated = 100%, excess cold GTP = 0%;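 active means fluorescent GTP binding to Rab7 beads changed by at least 20 points from the 100% baseline, either direction, mostly lower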;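 further: median green fluorescence of bound Bodipy-FL-GTP per Rab7 bead population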
HRas wt GTP – human HRas wildtype GTP binding, change in either direction; P01112; AID 759; GST-Ras wt beads, Bodipy-FL-GTP binding, flow cytometry; actives lie on both sides; GTP binding activity, % at 10 µM; hit rate 0.14% among 190,000;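 active means GTP binding activity at least 20% away from the 100% baseline, either lowered as inhibitor or raised as activator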;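 further: 0% = unlabeled GTP competition control and 100% = no-compound control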
Target sequence (P01112 whole entry, looked up): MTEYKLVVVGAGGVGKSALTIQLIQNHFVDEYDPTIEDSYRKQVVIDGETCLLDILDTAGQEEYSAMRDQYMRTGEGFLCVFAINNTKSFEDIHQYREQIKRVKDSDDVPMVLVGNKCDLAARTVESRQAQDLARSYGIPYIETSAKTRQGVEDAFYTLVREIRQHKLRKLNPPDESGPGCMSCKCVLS
Rac1 act GTP bind – modulators of GTP binding to human Rac1 activated mutant | AID 764 | percent activity (GTP binding), % at 10 µM | GST-Rac1 activated beads, fluorescent GTP binding, flow cytometry; actives lie on both sides; 100% means binding = to untreated wells | P63000 | hit rate 0.11% among 190,000;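 active means GTP binding at least 20 percentage points away from the 100% baseline, in either direction, so actives lie on both sides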
Rab2 wt GTP – changes GTP binding to wildtype dog Rab2A, up or down; P61105; GST-Rab2 wt beads, Bodipy-GTP binding, flow cytometry; GTP binding activity, % at 10 µM; hit rate 0.19% among 190,000; AID 760;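 active means GTP binding activity at least 20 points away from 100%, either lowered or raised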;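 further: 0% = beads with excess unlabeled GTP and 100% = no-compound control corrected for plate trend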
Mcl-1 Bim block – inhibitors of Bim-Mcl-1 interaction, human | Bead-based flow cytometry, Bim peptide-Mcl-1 binding | Q07820 | hit rate 0.1% among 190,000 | inhibition, % at 10 µM; in the data active means inhibition above about 40%;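 further: 0% = no compound tracer wells and 100% = peptide blocker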
Cdc42 wt – changes GTP binding to wildtype human Cdc42; P60953; GST-Cdc42 beads, Bodipy-GTP binding, flow cytometry; actives lie on both sides; percent activity (GTP binding), % at 10 µM; hit rate 0.2% among 190,000;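 active means percent activity GTP binding at least 20 points away from the 100% baseline, either down as inhibitor or up as activator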;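 further: median bead fluorescence of bound Bodipy-FL-GTP at 100 nM; 0% = excess unlabeled GTP control and 100% = no compound control; below 100% means less GTP binding so inhibitor and above means activator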
Target sequence (P60953 whole entry, looked up): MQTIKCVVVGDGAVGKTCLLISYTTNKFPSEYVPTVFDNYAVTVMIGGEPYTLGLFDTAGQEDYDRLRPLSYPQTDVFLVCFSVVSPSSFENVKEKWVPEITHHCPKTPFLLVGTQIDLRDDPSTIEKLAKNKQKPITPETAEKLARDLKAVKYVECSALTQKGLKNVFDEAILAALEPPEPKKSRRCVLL
Rac1 wt modul – human Rac1 wildtype GTP binding, inhibitors and activators; hit rate 0.27% among 190,000; P63000; GTP binding activity (% of control), % at 10 µM; GST-Rac1 beads, fluorescent GTP binding, flow cytometry; actives lie on both sides; 0 = cold GTP competed, 100 = untreated; AID 757;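 active means GTP binding activity at least 20 points away from the 100% control level, either lower or higher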
Mcl1-Noxa inh – disrupts binding of human Mcl-1 to Noxa peptide. Q07820. TR-FRET Mcl-1/Noxa peptide binding, 2 h. inhibition, % at 21.7 µM. hit rate 1.5% among 220,000;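 active means compounds that cut the protein-peptide binding signal by more than 50% relative to plate controls in a single-dose test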;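 further: His-tagged Mcl-1 with rhodamine Noxa BH3 peptide and terbium anti-His antibody; 0% = Mcl-1 plus Noxa peptide wells and 100% = peptide-only wells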
Pf gametocyte – kills late stage P. falciparum gametocytes; P. falciparum stage V gametocytes, ATP luminescence, 24 h; inhibition, % at 10.9 µM; hit rate 0.065% among 150,000;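 active means inhibition above the mean plus 3 SD of compounds within the control limits, set per campaign, cut at about 38% in these data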;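 further: 0% = DMSO wells and 100% = medium only without gametocytes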
* marks the source's active call; other numbers are inactive results; . = not tested or not shown.

SMILES | RGS8-Gao reg | Mcl1-Bid inh | Rab7 wt GTP bind | HRas wt GTP | Rac1 act GTP bind | Rab2 wt GTP | Mcl-1 Bim block | Cdc42 wt | Rac1 wt modul | Mcl1-Noxa inh | Pf gametocyte
O=C(c1ccc(COc2ccccc2Cl)o1)N1N=C(C(F)F)CC1(O)C(F)F (stereo unspecified) | 102.4 | -5.6 | 97.0 | 100.0 | 96.0 | 97.0 | 0.0 | 99.0 | 104.0 | 14.5 | 14.1
Clc1ccccc1SCc1nc2ccccc2[nH]1 | 99.6 | -14.1 | 102.0 | 100.0 | 102.0 | 101.0 | 1.0 | 101.0 | 102.0 | 6.5 | 2.7
Cc1c(Cl)cccc1NC(=O)CSc1ncnc2c1cnn2CCc1ccccc1 | 101.8 | -30.2 | 101.0 | 98.0 | 98.0 | 99.0 | 0.0 | 100.0 | 104.0 | 0.7 | .
CCC(=O)NNC(=O)CCC(=O)Nc1ccc(C)cc1C | 96.5 | -17.5 | 97.0 | 96.0 | 96.0 | 97.0 | 0.0 | 96.0 | 98.0 | 1.9 | 8.2
Fc1ccccc1CSc1nnc2ccc(-c3ccncc3)nn12 | 106.0 | -26.2 | 102.0 | 100.0 | 95.0 | 96.0 | -1.0 | 100.0 | 99.0 | 3.1 | 23.2
Cc1ccc(NC(=O)CN(C)CC(=O)Nc2ccccc2C#N)cc1 | 100.2 | -25.0 | 109.0 | 102.0 | 95.0 | 105.0 | -1.0 | 97.0 | 101.0 | -0.7 | .
CCc1nnc(-n2nc(C)cc2-c2ccccc2)n1N | 98.1 | 17.4 | 100.0 | 99.0 | 99.0 | 100.0 | 0.0 | 101.0 | 101.0 | 26.4 | -1.7
CC(C)(C)n1nnnc1C(c1cccs1)N1CCCC2(CCCCC2)C1 (stereo unspecified) | 104.6 | -10.9 | 98.0 | 98.0 | 98.0 | 99.0 | 0.0 | 96.0 | 100.0 | 1.3 | .
CC1Cc2ccccc2N1C(=O)CSC1=NCCS1 (stereo unspecified) | 93.8 | -10.2 | 99.0 | 99.0 | 99.0 | 98.0 | -2.0 | 102.0 | 102.0 | 7.8 | .
O=C(N/C(=C/c1ccc(Br)cc1)C(=O)N1CCCC1)c1cccs1 | 104.7 | 9.6 | 100.0 | 94.0 | 93.0 | 96.0 | 3.0 | 91.0 | 95.0 | 8.7 | 6.4
COc1cc(C)ccc1OCCOc1c(C)cc(Cl)cc1Cl | 105.6 | -7.7 | 102.0 | 104.0 | 104.0 | 105.0 | -4.0 | 106.0 | 107.0 | 8.5 | 13.4
COc1cccc(-c2nc3n(n2)C(c2ccccc2Cl)C(C(N)=O)=C(C)N3)c1 (stereo unspecified) | 96.4 | 24.4 | 101.0 | 102.0 | 100.0 | 99.0 | -1.0 | 100.0 | 106.0 | -5.1 | .

Full records, looked up by structure. Order of screens: RGS8-Gao reg | Mcl1-Bid inh | Rab7 wt GTP bind | HRas wt GTP | Rac1 act GTP bind | Rab2 wt GTP | Mcl-1 Bim block | Cdc42 wt | Rac1 wt modul | Mcl1-Noxa inh | Pf gametocyte
COc1cc(C)ccc1OCCOc1c(C)cc(Cl)cc1Cl in the list: 105.6 | -7.7 | 102.0 | 104.0 | 104.0 | 105.0 | -4.0 | 106.0 | 107.0 | 8.5 | 13.4
Clc1ccccc1SCc1nc2ccccc2[nH]1 in the list: 99.6 | -14.1 | 102.0 | 100.0 | 102.0 | 101.0 | 1.0 | 101.0 | 102.0 | 6.5 | 2.7
O=C(c1ccc(COc2ccccc2Cl)o1)N1N=C(C(F)F)CC1(O)C(F)F (stereo unspecified) in the list: 102.4 | -5.6 | 97.0 | 100.0 | 96.0 | 97.0 | 0.0 | 99.0 | 104.0 | 14.5 | 14.1
Fc1ccccc1CSc1nnc2ccc(-c3ccncc3)nn12 in the list: 106.0 | -26.2 | 102.0 | 100.0 | 95.0 | 96.0 | -1.0 | 100.0 | 99.0 | 3.1 | 23.2

Next part:
SMILES | RGS8-Gao reg | Mcl1-Bid inh | Rab7 wt GTP bind | HRas wt GTP | Rac1 act GTP bind | Rab2 wt GTP | Mcl-1 Bim block | Cdc42 wt | Rac1 wt modul | Mcl1-Noxa inh | Pf gametocyte
CCCOC(=O)C1=C(C)NC2=C(C(=O)C(C(=O)OC)C(C)C2)C1c1ccc(N(C)C)cc1 (stereo unspecified) | 102.5 | -28.7 | 98.0 | 100.0 | 99.0 | 98.0 | -2.0 | 102.0 | 101.0 | 12.2 | 19.5
CCc1ccc2[nH]c(=O)c(CN(Cc3ccc(OC)cc3)Cc3nnnn3CCOC)cc2c1 | 104.4 | 14.8 | 102.0 | 102.0 | 100.0 | 102.0 | -2.0 | 106.0 | 106.0 | -3.5 | .
CC(C)Oc1ccc(NC(=O)C2CCCNC2=O)cc1 (stereo unspecified) | 99.3 | 5.6 | 100.0 | 104.0 | 100.0 | 101.0 | -3.0 | 105.0 | 107.0 | 3.5 | 18.9
CCN(CC)CCNC(=O)CNC(=S)N(CCCN1CCOCC1)Cc1cccs1 | 100.6 | -7.9 | 93.0 | 94.0 | 97.0 | 97.0 | -2.0 | 96.0 | 101.0 | -2.1 | 3.4
COc1cccc(C2C(C#N)=C(N)Oc3cc(N)ccc32)c1OC (stereo unspecified) | 94.1 | -17.2 | 98.0 | 97.0 | 96.0 | 97.0 | -3.0 | 99.0 | 99.0 | 18.2 | .
O=C(NCCCN1CCCC1)c1cc(Sc2ccc(F)cc2)nc2ccccc12 | 99.5 | -5.2 | 93.0 | 94.0 | 95.0 | 96.0 | -25.0 | 96.0 | 96.0 | 3.1 | .
CCCCn1c(-c2ccsc2)nc2c1c(=O)[nH]c(=O)n2CCC | 98.4 | -24.5 | 102.0 | 100.0 | 96.0 | 100.0 | 0.0 | 97.0 | 107.0 | 16.4 | .
Cc1cccc(C(=O)N2CCc3c([nH]c4ccccc34)C2CC(C)C)n1 (stereo unspecified) | 97.8 | -61.9 | 97.0 | 90.0 | 94.0 | 93.0 | -5.0 | 88.0 | 89.0 | 15.2 | .
CN(C)S(=O)(=O)c1cccc(-c2nnc(SCc3ccc4c(c3)OCCO4)o2)c1 | 91.8 | -24.5 | 92.0 | 93.0 | 86.0 | 91.0 | 0.0 | 91.0 | 89.0 | -17.4 | .
CCc1ccc(NC(=O)CSc2nc3ccccc3c(=O)n2CCCC(=O)NCCCN2CCOCC2)cc1 | 102.8 | -2.1 | 103.0 | 100.0 | 96.0 | 99.0 | -3.0 | 99.0 | 103.0 | 2.5 | 5.0
Cc1cc(=O)oc2c(C(=O)/C=C\c3cccs3)c(O)ccc12 | 102.2 | 1.5 | 98.0 | 94.0 | 93.0 | 93.0 | -2.0 | 89.0 | 95.0 | 23.5 | -3.1
CCN(CCO)C1CC(=O)N(c2ccccc2C)C1=O (stereo unspecified) | 99.8 | -0.7 | 100.0 | 102.0 | 101.0 | 102.0 | 0.0 | 105.0 | 106.0 | 26.4 | .
CCCCn1nnnc1SCC(=O)c1ccccc1F | 99.3 | -8.3 | 105.0 | 101.0 | 98.0 | 99.0 | 1.0 | 95.0 | 101.0 | 5.1 | .
C[n+]1cccc(C(=O)NNC(=O)C23CC4CC(CC(C4)C2)C3)c1 | 99.8 | 7.8 | 106.0 | 100.0 | 98.0 | 101.0 | 1.0 | 100.0 | 100.0 | 31.6 | -8.5
O=C(CSc1cn(Cc2ccccc2)c2ccccc12)NCc1ccc(F)cc1 | 116.8 | -1.0 | 108.0 | 101.0 | 97.0 | 103.0 | -4.0 | 94.0 | 104.0 | 6.7 | .
Cc1cc([N+](=O)[O-])nn1CC(=O)N1CCc2ccccc2C1 | 93.7 | -15.8 | 96.0 | 99.0 | 99.0 | 101.0 | -2.0 | 99.0 | 98.0 | -20.3 | -20.5
CCOc1cc(C2NC(=O)NC(c3ccccc3)=C2C(=O)c2ccccc2)c(Br)cc1OCC(=O)O (stereo unspecified) | 101.8 | -27.9 | 100.0 | 101.0 | 96.0 | 98.0 | 0.0 | 97.0 | 101.0 | 14.0 | -4.5
CCOC(=O)N1CCN(C(=O)C2CCCCC2)CC1 | 99.5 | -17.3 | 103.0 | 98.0 | 99.0 | 99.0 | 1.0 | 99.0 | 99.0 | 16.0 | .
CC1CCCN(C(=O)C2CCN(CC3CC=CCC3)CC2)C1 (stereo unspecified) | 103.4 | 0.2 | 101.0 | 103.0 | 100.0 | 101.0 | 0.0 | 103.0 | 106.0 | 38.7 | .
Cc1ccc(N2CC(C(=O)N3CCc4ccccc43)CC2=O)cc1 (stereo unspecified) | 101.2 | -7.3 | 102.0 | 103.0 | 100.0 | 100.0 | 2.0 | 101.0 | 106.0 | 11.1 | -27.4
CS(=O)(=O)c1ccc(Cl)c(NC(=O)CSc2nc3ccccc3c(=O)n2CCCN2CCOCC2)c1 | 105.0 | -28.9 | 100.0 | 98.0 | 99.0 | 95.0 | -1.0 | 100.0 | 102.0 | 31.9 | 10.1
c1ccn2c(Cc3nnc4ccccn34)nnc2c1 | 103.3 | -26.5 | 101.0 | 100.0 | 97.0 | 98.0 | 4.0 | 100.0 | 98.0 | -1.1 | .
CCn1c(SCc2nc3ccccc3s2)nnc1-c1ccccc1 | 100.0 | -2.9 | 97.0 | 98.0 | 98.0 | 98.0 | 2.0 | 95.0 | 99.0 | -3.2 | .
O=c1oc2ccccc2nc1/C=C(O)/C=C/c1ccc(F)cc1 | 99.4 | -47.5 | 97.0 | 98.0 | 101.0 | 99.0 | -2.0 | 102.0 | 103.0 | 22.3 | -19.0
CCCn1c(N2CCN(Cc3ccc(Cl)cc3)CC2)nc2ccccc21 | 108.9 | 27.2 | 95.0 | 93.0 | 91.0 | 93.0 | -2.0 | 88.0 | 89.0 | 28.5 | .
O=C(Oc1cccc2ccccc12)c1ccco1 | 101.4 | -4.0 | 98.0 | 98.0 | 97.0 | 97.0 | 0.0 | 97.0 | 100.0 | 12.4 | 1.5
CCOc1ccc(N(CC(=O)NCC2CCCO2)S(=O)(=O)c2ccc(SC)cc2)cc1 (stereo unspecified) | 97.0 | -16.9 | 103.0 | 100.0 | 97.0 | 102.0 | -1.0 | 102.0 | 105.0 | 12.0 | .
Cc1cc(-c2nn(-c3ccccc3F)cc2CN2CCC(O)CC2)c(C)s1 | 103.3 | -15.1 | 100.0 | 98.0 | 96.0 | 98.0 | -3.0 | 98.0 | 100.0 | 25.4 | 8.4
CC(=O)N=c1cccc(NC(C)=O)n1O | 97.4 | -16.5 | 96.0 | 99.0 | 97.0 | 98.0 | 0.0 | 102.0 | 99.0 | -5.7 | .
COc1cc(/C=C(/NC(=O)c2ccccc2)C(=O)Nc2ccccc2)c([N+](=O)[O-])cc1OC | 99.0 | -16.7 | 95.0 | 100.0 | 99.0 | 98.0 | -3.0 | 100.0 | 100.0 | 0.3 | .
COc1ccc(C(=O)N2CCN(C(C)=O)CC2)cc1S(=O)(=O)N1CCOCC1 | 97.9 | -31.3 | 93.0 | 94.0 | 94.0 | 94.0 | 0.0 | 94.0 | 97.0 | -25.8 | -22.7
